MOR-DOR ag: OPRM1-OPRD1 heterodimerization agonism. P35372+P41143. cells, luminescence. activation, % at 9.3 µM. 340,000 tested, 0.3% active. AID 504326; in the data active = activation above about 18%;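 also: 0% = vehicle-treated cells and 100% = reference agonist; values of inactives mirror those of a sister screen read the other way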
HTR5A ag ctr: HTR5A agonism, opioid heterodimer counter-screen; P47898; HTR5A agonist assay, luminescence, cell-based; activation, % at 9.3 µM; 340,000 tested, 0.61% active; in the data active = activation mostly above about 9.5%, no sharp cut-off; inactive = mostly below about 7.6%;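 also: 0% = cells with vehicle only and 100% = reference agonist; strong numbers were not always called active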
Ecoli viability: reduces bacterial viability in AddAB counter-screen; E. coli V3065 growth, OD600 absorbance, 18 h; AID 449728; 330,000 tested, 0.27% active; inhibition, % at 11.9 µM;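 active = inhibition above the campaign's mean inhibition across all tested compounds plus 3 SD, cut at about 9.9% in these data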;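 also: uninfected addAB+ strain grown without phage in ampicillin broth; 0% = DMSO wells and 100% = ciprofloxacin 0.95 µg/ml wells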
Mot1-301 SUMO: inhibitors of SUMOylation pathway: yeast Mot1-301 growth rescue | S. cerevisiae Mot1-301 growth rescue, ATP luminescence, 38.5C; percent above DMSO median, 100 means doubled | growth rescue, % at 18.8 µM | 320,000 tested, 1% active;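 active = every valid replicate shows activation above 250% relative to neutral control wells; inactive = the rest, any valid replicate at or below 250%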;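 also: OY570 slx delta 5 strain wells were the positive control but not used for scaling; some compounds called inactive have numbers as strong as hits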
MOR-DOR inv ag: inverse agonist of human OPRM1-OPRD1 heterodimerization; 340,000 tested, 0.21% active; P35372+P41143; inhibition, % at 9.3 µM; cell-based MOR-DOR heterodimer luminescence, inverse agonism; in the data active = inhibition above about 22%, passing the limit was not always enough;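 also: 0% = cells with DMSO and 100% = wells without cells with DMSO; values of inactives mirror those of a sister screen read the other way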
phage Ecoli inh: E. coli growth loss with phage present; 360,000 tested, 0.26% active; inhibition, % at 11.9 µM; growth absorbance; in the data active = inhibition above about 11%
PfHsp90 yeast 2: reduces growth (ATP signal) of yeast expressing P. falciparum Hsp90 | AID 504621 | S. cerevisiae expressing PfHsp90, BacTiter-Glo ATP, 48 h; yeast lacking PDR1 and PDR3 efflux regulators | inhibition, % at 9.4 µM | 310,000 tested, 0.32% active;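 active = every replicate shows inhibition above about 80%, whatever the replicate mean, limit read from the data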;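 also: 0% = DMSO neutral controls and 100% = 20 µM radicicol positive controls; yeast relying on Plasmodium falciparum Hsp90 in place of its own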
AddAB inh: less growth of phage-infected E. coli with AddAB. E. coli expressing H. pylori AddAB, absorbance growth. AID 435030. 330,000 tested, 0.29% active. inhibition, % at 11.9 µM; in the data active = inhibition above about 12%;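 also: 0% = vehicle wells of infected cells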
DSG3 Ab inh: inhibitors of pemphigus antibody binding to human desmoglein-3; binding (percent of control), % at 10 µM; 310,000 tested, 0.48% active; AID 588358; P32926; DSG3-coupled beads, scFv-anti-DSG3-GFP binding, flow cytometry; stronger effect = lower value;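 active = binding more than 3 SD below its plate's average and above zero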;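 also: hits lower antibody fragment binding to DSG3; some compounds called inactive have numbers as strong as hits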
Target sequence (P32926 whole entry, looked up, the tested form may be a part): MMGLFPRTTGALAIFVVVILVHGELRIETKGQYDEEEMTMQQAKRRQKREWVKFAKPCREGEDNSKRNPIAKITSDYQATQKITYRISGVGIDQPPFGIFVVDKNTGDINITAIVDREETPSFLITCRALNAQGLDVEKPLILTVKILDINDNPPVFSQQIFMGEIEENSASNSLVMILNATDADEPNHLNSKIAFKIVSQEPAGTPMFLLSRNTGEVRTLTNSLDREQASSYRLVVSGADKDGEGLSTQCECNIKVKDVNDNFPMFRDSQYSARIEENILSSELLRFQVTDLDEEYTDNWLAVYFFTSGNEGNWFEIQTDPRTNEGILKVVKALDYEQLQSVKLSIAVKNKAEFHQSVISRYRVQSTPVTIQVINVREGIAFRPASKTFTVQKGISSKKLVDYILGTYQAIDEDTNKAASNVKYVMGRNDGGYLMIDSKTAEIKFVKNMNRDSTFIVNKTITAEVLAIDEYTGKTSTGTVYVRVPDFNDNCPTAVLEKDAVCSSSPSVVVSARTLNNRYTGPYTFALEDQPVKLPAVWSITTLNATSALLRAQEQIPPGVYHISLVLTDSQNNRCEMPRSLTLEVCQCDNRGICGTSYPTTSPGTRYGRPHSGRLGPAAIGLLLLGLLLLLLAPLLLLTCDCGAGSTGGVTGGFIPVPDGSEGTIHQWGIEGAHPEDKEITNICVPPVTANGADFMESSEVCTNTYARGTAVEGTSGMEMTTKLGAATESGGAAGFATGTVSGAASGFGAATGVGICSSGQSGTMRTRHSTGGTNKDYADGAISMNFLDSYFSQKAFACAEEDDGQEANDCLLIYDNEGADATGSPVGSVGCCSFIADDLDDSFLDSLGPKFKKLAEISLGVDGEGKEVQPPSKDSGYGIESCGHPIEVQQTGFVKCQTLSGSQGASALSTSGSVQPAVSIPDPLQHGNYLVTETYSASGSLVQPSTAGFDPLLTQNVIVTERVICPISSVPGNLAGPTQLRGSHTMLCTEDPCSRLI
PKA-R1A act: PKA-R1A complex activation. activation, % at 11.4 µM. PKA-R1A dissociation, Cy5-IP20 fluorescence polarization; scaled: DMSO 0%, 113 µM cGMP 100%. 340,000 tested, 0.083% active;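 active = percent activation above the mean of all tested compounds plus 3 SD, cut at about 19% in these data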;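 also: higher means more PKAc released from R1A so a rise in polarization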
HTR5A inv ag: inverse agonist of human HTR5A in OPRM1-OPRD1 counter-screen; AID 504634; HTR5A cell line, luminescence, inverse agonism; inhibition, % at 9.3 µM; P47898; 340,000 tested, 0.083% active; in the data active = inhibition mostly above about 23%, no sharp cut-off; inactive = mostly below about 18%;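 also: 0% = cells with DMSO and 100% = no-cell wells with DMSO; some compounds called inactive have numbers as strong as hits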
The depositor's hits bear a star; x = not tested or not shown.

structure	MOR-DOR inv ag	DSG3 Ab inh	MOR-DOR ag	HTR5A ag ctr	PfHsp90 yeast 2	Mot1-301 SUMO	PKA-R1A act	HTR5A inv ag	Ecoli viability	phage Ecoli inh	AddAB inh
CCOc1ccccc1-c1nnc(SCC(=O)NC2(C#N)CCCC2)o1	13	105	-3.5	6	21	18	6	-11	-0.9	2.6	0.2
CCOP(=O)(OCC)C(Nc1cccc([N+](=O)[O-])c1)c1ccccc1 (centres undefined)	21	104	-4.2	1	0	-2	-8	-12	-2.3	2.7	0.4
O=C(Nc1nc2c(F)cc(F)cc2s1)c1ccccn1	0	102	0.0	5	-25	14	-5	-14	-10	-4.8	1.6
O=C(CO/N=C/c1ccc(OC(F)F)cc1)NCc1ccc(F)cc1	8	95	-1.8	-1	-9	3	-17	3	0.6	4.8	1.6
CN1CCN(C(=O)c2cc(-c3ccco3)on2)CC1	2	104	-0.3	-2	x	-13	-11	-9	-2.0	2.9	-1.2
COc1ccccc1C(=O)N/C(N)=N/c1nc2ccccc2o1	11	x	-2.7	-4	-6	1	-12	10	0.2	0.6	0.8
CCOc1ccccc1C(=O)NCC(=O)NCCCc1ccccc1	0	93	-0.1	2	-12	-8	2	-6	-1.4	2.5	0.4
CCN(C(=O)CSc1nc2ccc(Cl)cc2[nH]1)C1CCS(=O)(=O)C1 (centres undefined)	3	128	-0.6	0	-3	-1	-4	1	-1.0	5.5	0.1
[O-]/C(=C(\C(=S)NCc1ccc2c(c1)OCO2)[n+]1ccccc1)c1ccc(Cl)s1	14	104	-3.0	-1	5	4	7	2	-0.2	2.0	-1.4
Cc1ccccc1N1CCN(CCN2C(=O)CC(=C3c4ccccc4-c4ccccc43)C2=O)CC1	4	88*	-0.9	-4	x	158	-1	10	-2.7	3.4	-2.3
Nc1cc(C(=O)OCC(=O)NCc2ccc(F)cc2)ccc1Cl	12	84	-2.4	3	-2	44	0	14	-0.2	4.5	4.8
COCC(=O)N(CCc1ccc(OC)c(OC)c1)Cc1cc2cc(C)ccc2nc1Cl	2	97	-0.4	-2	-4	16	-5	4	-1.2	3.3	1.1
O=C(c1cnccn1)N1CCc2ccccc2C1	18	107	-3.8	-1	-6	38	3	1	0.2	-1.9	1.2
CCN(Cc1ccccc1)C(=O)CSc1ccccc1C(=O)O	6	106	-1.3	1	-5	-2	-1	-1	1.2	4.0	-3.3
Cc1ccc(NC(=S)N(Cc2cccc(Br)c2)CC2CCC(C(=O)O)CC2)cc1 (centres undefined)	6	98	-1.0	2	-25	43	-5	8	-0.4	0.4	0.9

Carrying on:
structure	MOR-DOR inv ag	DSG3 Ab inh	MOR-DOR ag	HTR5A ag ctr	PfHsp90 yeast 2	Mot1-301 SUMO	PKA-R1A act	HTR5A inv ag	Ecoli viability	phage Ecoli inh	AddAB inh
COc1cc(NS(=O)(=O)c2cccc3nsnc23)c(C(=O)O)cc1OC	2	107	-0.4	-4	1	x	-10	-8	x	3.2	x
Fc1ccc(NC(=S)Nc2ccc(Cl)cc2)cc1	8	100	-1.6	1	4	6	-7	-3	-0.6	5.9	1.3
NS(=O)(=O)c1ccc(CCNC(=O)CNC(=O)c2ccccc2Br)cc1	12	x	-1.9	2	2	-13	-1	-4	-0.3	1.0	0.2
CC(Sc1nnc(C2CCCCC2)n1N)C(=O)NCc1ccc2c(c1)OCO2 (centres undefined)	2	95	-0.5	-1	-8	180	-1	4	1.4	0.9	-3.0
O=C(NCc1ccccc1)C(c1cccnc1)N(C(=O)c1ccccn1)c1ccc(F)cc1 (centres undefined)	7	x	-1.0	2	5	-9	-4	9	1.3	2.5	3.7
Cc1c(C)n(CCO)c2ncnc(Nc3ccc(F)cc3)c12	7	x	-1.6	-1	-13	-9	-1	3	-4.0	-0.9	-0.4
Cc1cc(C)c(NC(=O)CNC(=O)COC(=O)/C=C/c2cccs2)c(C)c1	19	x	-3.9	2	-11	-10	-16	-14	-0.3	2.2	-0.2
O=C(O)c1ccc(NNC(=S)Nc2cc(C(F)(F)F)ccc2Cl)cc1	-3	103	0.6	0	-12	-8	0	1	-1.3	2.3	1.0
O=C(Nc1ccc(NC(=O)c2ccc([N+](=O)[O-])cc2[N+](=O)[O-])cc1)c1ccco1	-24	x	4.6	-2	-7	-16	-4	-8	0.6	2.2	2.0
CCC1=C(OC(=O)N(CC)CC)N2C(=O)OC(=NCc3ccccc3)[C@]2(C)[C@H]2C1=CC[C@H]1C(=O)NC(=O)[C@H]12	6	99	-1.1	-1	6	7	-13	-29	1.5	2.9	1.9
C#CCOCCOCCOCCNc1nc(N2CCN(C(=O)C([C@@H](C)O)n3cc([C@@H](N)CCCCN)nn3)CC2)nc(N2CCN(C(=O)[C@H](CC(N)=O)n3cc(C(N)[C@@H](C)CC)nn3)CC2)n1 (some centres undefined)	7	94	-1.6	1	7	14	-4	-5	-3.2	0.7	-0.7
CCc1cccc2c1NC(=O)C21N2CCCC2C(C(=O)c2ccc3ccccc3c2)C12C(=O)Nc1ccccc12 (centres undefined)	-37	102	7.1	1	-8	-27	-13	-2	1.9	1.3	4.1
CO/N=C(/CS(=O)(=O)c1ccc(Br)cc1)c1ccc(OC)cc1	-1	114	0.3	0	-40	-8	-9	8	-2.6	-1.7	3.7
Cc1c(NC(=O)c2cc(-c3cccs3)on2)c(=O)n(-c2ccccc2)n1C	6	100	-1.1	1	15	-12	9	11	-3.2	x	-1.4
CCN(CC)CCn1c(=N)n(CCOc2ccccc2)c2ccccc21	x	129	x	x	x	-1	-5	x	2.9	3.9	4.4

More structures
structure	MOR-DOR inv ag	DSG3 Ab inh	MOR-DOR ag	HTR5A ag ctr	PfHsp90 yeast 2	Mot1-301 SUMO	PKA-R1A act	HTR5A inv ag	Ecoli viability	phage Ecoli inh	AddAB inh
N#Cc1c(NCCCO)nc(NCc2ccccc2)c2c1CCN(Cc1ccccc1)C2	-4	120	0.9	-2	19	-2	8	4	-0.5	-1.2	4.6
O=C(O)C(CC1CCCCC1)N1CCS(=O)(=O)CC1 (centres undefined)	-1	103	0.2	2	4	-7	8	-6	-0.7	4.0	0.9
O=C(CCOc1ccccc1)Nc1nnc(-c2ccc3c(c2)OCCO3)o1	4	x	-0.9	-1	2	284	-7	2	-4.0	-7.0	-4.6
Cn1cccc1C1C(C#N)=C(N)OC2=C1C(=O)CC(C)(C)C2 (centres undefined)	5	x	-1.1	-1	-15	-2	-7	-1	-2.0	1.1	-0.9
Cc1ccc(/C=N/NC(=O)CNC(=O)c2cccc([N+](=O)[O-])c2C)o1	-1	104	0.2	-6	-15	-5	-11	16	-0.9	1.9	3.0
COc1ccc(C(=O)CN2C(=O)NC3(CCc4ccccc43)C2=O)c(OC)c1 (centres undefined)	4	101	-0.7	2	-21	72	-2	9	3.3	0.7	3.1
CC(=O)N(Cc1ccco1)C1(C(=O)NC2CCCCC2)CCCCC1	8	92	-1.4	3	-5	5	8	-2	0.2	1.1	3.9
CCN(CC)S(=O)(=O)c1cccc(NC(=O)c2ccc(Br)cc2)c1	-31	100	5.5	1	96*	-2	-5	-3	1.7	3.2	3.2
O=C1C=C(NCc2ccccc2)C2(CCCCC2)O1	11	98	-2.1	-1	10	-11	-13	-3	3.2	3.3	0.2
Cc1ccccc1N1CCN(Cc2ccc([N+](=O)[O-])o2)CC1	2	114	-0.4	0	-13	-2	-5	0	-3.0	-1.6	2.1
C=CCC(=O)NC1CC(C)(C)Cc2c1cnn2-c1ccc(C)cc1 (centres undefined)	11	96	-2.4	1	-7	-3	8	-5	-0.6	0.0	-1.0
Cc1ccc(-c2cc(C(=O)N3CCCC3)c3ccccc3n2)s1	12	97	-2.4	8	7	-15	-7	20	-1.5	-0.7	0.8
Cc1sc2ncnc(NCCN3CCOCC3)c2c1C	5	98	-1.0	-1	-26	-3	4	-24	-1.8	1.6	3.9
O=C(NC(=S)N1CCOCC1)c1ccc([N+](=O)[O-])cc1	8	92	-1.3	3	1	8	-2	4	-0.3	1.6	0.7
Cc1ccc(C)c(OC(=O)CN2C(=O)c3ccccc3C2=O)c1	12	102	-2.5	-1	4	-9	-18	2	-5.3	1.0	1.0

Continued:
structure	MOR-DOR inv ag	DSG3 Ab inh	MOR-DOR ag	HTR5A ag ctr	PfHsp90 yeast 2	Mot1-301 SUMO	PKA-R1A act	HTR5A inv ag	Ecoli viability	phage Ecoli inh	AddAB inh
Cc1ccc(CN2CCN(/N=C\c3cccc([N+](=O)[O-])c3)CC2)cc1	-3	101	0.7	2	-6	647	-3	-18	3.5	4.3	4.9
O=C(CCc1ccc(S(=O)(=O)N2CCOCC2)cc1)Nc1ccc(F)c(F)c1F	15	x	-3.8	4	-60	-16	7	-11	4.5	2.8	1.5
Cc1ccc(/C=N/Nc2cc(C)nc(N3CCOCC3)n2)cc1	5	117	-1.0	1	2	438	-6	-23	-1.5	1.6	3.3
O=C1Nc2ccccc2C(O)(C(=O)N2CCCCC2)N1c1ccccc1 (centres undefined)	14	108	-3.4	0	-1	0	6	-17	-1.0	1.5	2.4
Cc1ccnc(NC(=O)Cn2ccc([N+](=O)[O-])n2)c1	6	92	-1.0	6	9	-4	-1	-17	2.8	3.2	3.3
Cc1cccc2cc(/C=N/Nc3ccc(C(=O)O)cc3)c(Cl)nc12	13	104	-2.5	-1	-16	19	-2	4	-2.3	2.6	-0.6
CCN(CC(=O)Nc1ccc(NC(C)=O)cc1)C(=O)C1CC(=O)N(CCc2ccc(OC)c(OC)c2)C1 (centres undefined)	14	105	-2.7	-1	x	-5	14	1	-0.4	3.1	-0.5
Cc1cccc(N2CCN(C(=O)c3nn(C)c4c3CS(=O)(=O)c3ccccc3-4)CC2)c1C	17	98	-3.2	2	5	-9	-10	-9	-1.6	2.0	2.7
